ROC1-CUL1 inh: blocks human RBX1-Cullin-1 di-ubiquitin formation | inhibition, % at 10 µM | in vitro K48 di-Ub FRET, acceptor:donor ratio, 45 min | P62877+Q13616 | 0.6% of 140,000 active | AID 1347404; in the data active means inhibition above about 25%
Target sequence (P62877 whole entry, looked up): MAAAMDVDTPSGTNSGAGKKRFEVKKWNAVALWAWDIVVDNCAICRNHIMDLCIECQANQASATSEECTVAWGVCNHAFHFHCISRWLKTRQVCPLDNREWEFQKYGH
Target sequence (Q13616 whole entry, looked up): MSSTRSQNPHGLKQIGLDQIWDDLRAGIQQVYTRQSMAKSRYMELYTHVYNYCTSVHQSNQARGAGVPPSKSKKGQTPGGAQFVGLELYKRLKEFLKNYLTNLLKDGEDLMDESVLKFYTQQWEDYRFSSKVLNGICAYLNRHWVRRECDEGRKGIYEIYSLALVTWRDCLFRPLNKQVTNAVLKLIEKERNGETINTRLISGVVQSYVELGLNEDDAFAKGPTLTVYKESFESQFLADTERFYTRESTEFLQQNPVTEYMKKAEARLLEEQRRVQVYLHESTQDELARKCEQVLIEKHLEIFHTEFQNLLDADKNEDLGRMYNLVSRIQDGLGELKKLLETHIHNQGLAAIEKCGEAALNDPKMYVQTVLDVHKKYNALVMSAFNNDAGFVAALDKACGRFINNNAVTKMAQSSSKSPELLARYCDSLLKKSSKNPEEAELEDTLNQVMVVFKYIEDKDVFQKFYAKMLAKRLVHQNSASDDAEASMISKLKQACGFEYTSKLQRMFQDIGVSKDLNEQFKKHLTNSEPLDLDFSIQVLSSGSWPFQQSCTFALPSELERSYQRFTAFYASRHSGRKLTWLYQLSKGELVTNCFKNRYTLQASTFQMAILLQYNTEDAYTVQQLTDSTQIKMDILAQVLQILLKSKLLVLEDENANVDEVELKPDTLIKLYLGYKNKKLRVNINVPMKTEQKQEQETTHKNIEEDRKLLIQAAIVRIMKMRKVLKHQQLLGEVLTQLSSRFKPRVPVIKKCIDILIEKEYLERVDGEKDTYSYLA
* marks the source's active call; other numbers are inactive results.

SMILES | ROC1-CUL1 inh
COc1ccc(-c2[nH]ncc2C(=O)NCc2ccc(F)cc2)cc1 | 5
O=C(Cc1cccs1)Nc1nnc(-c2cccs2)s1 | 8
O=C1C2C3c4ccccc4C(c4ccccc43)C2C(=O)N1c1cccc(C(F)(F)F)c1 (stereo not given) | -6
Cn1nnc2c(N3CCN(c4ccccc4Cl)CC3)ncnc21 | -1
CCc1nn(CC(=O)NCCOC)c(=O)c2cc3cc(F)ccc3n12 | 0
Cc1ccc(-c2nc(S(=O)(=O)c3ccccc3)c(N3CCN(c4ccccc4)CC3)o2)cc1 | -6
Cc1ccc(/C=C/c2onc(C)c2S(=O)(=O)N2CCC(C(=O)Nc3ccc(C)c(N(C)C)c3)CC2)cc1 | -1
COc1cc(OC)c(NC(=O)Cc2cccs2)cc1Cl | 3
O=C(NCC1COCCO1)c1coc(CN2CCN(c3ccccc3F)CC2)n1 (stereo not given) | 2
CCOC(=O)c1ccc(NC(=O)CC2C(=O)N(C)C(=S)N2NC(=O)c2ccccc2)cc1 (stereo not given) | -3
COc1cc(NC(=O)c2nnn(CC(=O)Nc3ccccc3)c2N)cc(OC)c1 | -3
COc1ccc(N=Nc2c(N)nn3c(C(F)(F)F)cc(C)nc23)cc1 | -1
CCc1ccc(NC(=O)C2CCN(c3cc(C)nc4c(-c5ccc(Cl)cc5)c(C)nn34)CC2)cc1 | 1
CCOc1cc(CN2CCC3(CC2)c2ccccc2[C@@H](NC(=O)CC)[C@@H]3OCC)ccc1OC | -5
CCOC(=O)c1ccc(NC(=O)C2CCCN(c3cnccn3)C2)cc1 (stereo not given) | 4
C/C(=N/OCC(=O)Nc1ccccc1C(=O)O)c1cccs1 | 12
CCOC(=O)c1ccc(-c2ccc(/C=C3/C(=N)N4N=C(C(C)C)SC4=NC3=O)o2)cc1 | 11
CCOC(=O)C1(CCOc2ccccc2)CCCN(C)C1 (stereo not given) | -2
COc1ccccc1N1CCN(S(=O)(=O)c2ccc(-c3cnc(C4CC4)o3)cc2)CC1 | 7
O=Cc1ccc(/C=C2/SC(=S)N(c3ccccc3)C2=O)cc1 | 1
Cn1nc(-c2ccccc2)c(-c2ccccc2)c(C(=O)Nc2ccc(S(N)(=O)=O)cc2)c1=O | 3
O=C(CSC1=Nc2ccccc2N=C(c2ccc(F)cc2)C1)Nc1cccc(C(F)(F)F)c1 | -3
Cc1ccc(S(=O)(=O)NCCOc2ccccc2)c(C)c1NS(C)(=O)=O | 6
Cc1ccc(C(=O)NCCC(C)C)cc1 | 3
CCC(N1C(=O)NC(NC(=O)c2ccc(C)cc2)(C(F)(F)F)C1=O)C12CC3CC(CC(C3)C1)C2 (stereo not given) | -11
CC(=O)c1cc(CN2CCc3[nH]nc(-c4ccccc4)c3C2)cs1 | 6
O=C(NNc1cc(N2CCCC2)nc(N2CCCC2)n1)c1ccccc1 | 32*
CCN(Cc1ccncc1)C1CCCN(C(=O)Nc2ccccc2SC)C1 (stereo not given) | 8
CCc1n[nH]c2c1CN(c1nc3cc(C)ccc3o1)CC2 | -2
C=CCc1cc(/C=c2/sc3n(c2=O)C(c2cccs2)C(C(=O)OCC)=C(C)N=3)cc(OC)c1O (stereo not given) | 4
O=C1CCCN1CN1CCN(c2ccccc2)CC1 | 4
CCS(=O)(=O)n1nc(-c2ccco2)nc1SC | 7
C=CCn1c(SCC(=O)Nc2ccc(Cl)cc2)nnc1-c1cccs1 | 2
CCOc1cc(S(=O)(=O)N2CCCCC2)ccc1Cl | 1
COc1cc(OC)c(NC(=O)N2CCc3cc(OC)c(OC)cc3C2CC(=O)O)cc1Cl (stereo not given) | -15
OC(CNC1CCCCC1)COCCOc1ccc(Br)cc1 (stereo not given) | -4
CCn1c(C)cc(/C=C2\C(=O)NC(=S)N(c3ccc(C)c(Cl)c3)C2=O)c1C | 6
COc1ccc(-c2csc(N3C(=O)CNC3=S)n2)cc1 | -6
Cn1c(-c2ccc(F)cc2)csc1=N | -3
CSc1nc2ccc(S(=O)(=O)NCCOc3ccccc3)cc2s1 | 4
Cc1cccc(C)c1NC(=O)c1nc(SC(C)C)ncc1Cl | -1
C=CCC(c1ccccc1F)N(CCN1CCOCC1)C(=O)Nc1cccc(Cl)c1 (stereo not given) | 7
O=C(NCC1CCN(Cc2cccc(Cl)c2)CC1)c1cc2ccc3cccnc3c2[nH]1 | -6
C=C1c2cc(OC)ccc2NC(=O)N1c1ccc(Cl)cc1 | -1
CC1=CC(O/C=C2/C(=O)Oc3ccccc32)OC1=O (stereo not given) | -4
O=C(Cc1ccc(-c2ccccc2)cc1)NCCS(=O)(=O)N1CCN(c2ccccc2)CC1 | 4
CN(C)S(=O)(=O)c1ccc2c(c1)N(CC(=O)Nc1ccc(OC(F)(F)F)cc1)C(=O)CS2 | -5
CCOC(=O)c1cc(Br)c(=O)n2ccccc12 | -3
O=C1Nc2ccc(S(=O)(=O)NCc3ccco3)c3cccc1c23 | -1
CCSc1nc2nc(C)c(C(C)=O)c(C)n2n1 | 5
Cc1ccc2nc(CSc3nc(C)cc(C)c3C#N)[nH]c2c1 | -5
COc1cc(OC)c2nc(C)c3c(c2c1)SCC3 | -5
CCOC(=O)COc1cc(Br)c(C=C(C#N)C#N)cc1OCC | -6
O=[N+]([O-])c1cc(-c2nc(-c3ccccc3)no2)ccc1NCc1cccnc1 | 1
CN(C)CCN1C(=O)CC(CC(=O)N2CCN(Cc3ccccn3)CC2)(c2ccccc2Cl)C1=O (stereo not given) | -4
COc1cc(C2c3c(n[nH]c3C)OC(=N)C2C#N)ccc1OCc1ccc(Cl)cc1 (stereo not given) | -1
CN1CCN(C2=Cc3ccccc3Sc3ccccc32)CC1 | -2
Cc1ccc(OCc2nc(-c3ccc(C(=O)N4CCN(c5ccccc5F)CC4)cc3)oc2C)cc1 | 6
O=C(Nc1ccccc1Br)c1cccc(F)c1 | -1
CSCCC1NC2(C(=O)N(Cc3ccccc3F)c3ccccc32)C2C(=O)N(Cc3ccccc3)C(=O)C12 (stereo not given) | 1

Part of the list above in another layout.
compound	ROC1-CUL1 inh
COc1ccc(-c2csc(N3C(=O)CNC3=S)n2)cc1	-6
Cn1c(-c2ccc(F)cc2)csc1=N	-3
CSc1nc2ccc(S(=O)(=O)NCCOc3ccccc3)cc2s1	4
Cc1cccc(C)c1NC(=O)c1nc(SC(C)C)ncc1Cl	-1
C=CCC(c1ccccc1F)N(CCN1CCOCC1)C(=O)Nc1cccc(Cl)c1 (stereo not given)	7
O=C(NCC1CCN(Cc2cccc(Cl)c2)CC1)c1cc2ccc3cccnc3c2[nH]1	-6
C=C1c2cc(OC)ccc2NC(=O)N1c1ccc(Cl)cc1	-1
CC1=CC(O/C=C2/C(=O)Oc3ccccc32)OC1=O (stereo not given)	-4
O=C(Cc1ccc(-c2ccccc2)cc1)NCCS(=O)(=O)N1CCN(c2ccccc2)CC1	4
CN(C)S(=O)(=O)c1ccc2c(c1)N(CC(=O)Nc1ccc(OC(F)(F)F)cc1)C(=O)CS2	-5
CCOC(=O)c1cc(Br)c(=O)n2ccccc12	-3
O=C1Nc2ccc(S(=O)(=O)NCc3ccco3)c3cccc1c23	-1
CCSc1nc2nc(C)c(C(C)=O)c(C)n2n1	5
Cc1ccc2nc(CSc3nc(C)cc(C)c3C#N)[nH]c2c1	-5
COc1cc(OC)c2nc(C)c3c(c2c1)SCC3	-5
CCOC(=O)COc1cc(Br)c(C=C(C#N)C#N)cc1OCC	-6
O=[N+]([O-])c1cc(-c2nc(-c3ccccc3)no2)ccc1NCc1cccnc1	1
CN(C)CCN1C(=O)CC(CC(=O)N2CCN(Cc3ccccn3)CC2)(c2ccccc2Cl)C1=O (stereo not given)	-4
COc1cc(C2c3c(n[nH]c3C)OC(=N)C2C#N)ccc1OCc1ccc(Cl)cc1 (stereo not given)	-1
CN1CCN(C2=Cc3ccccc3Sc3ccccc32)CC1	-2

Next entries:
SMILES | ROC1-CUL1 inh
Cc1occc1-c1n[nH]c(=S)n1C(C)c1ccccc1 (stereo not given) | 1
Cc1ccccc1NC(=O)CN1C(=O)S/C(=C\c2ccc(-c3cc(C(=O)O)ccc3C)o2)C1=O | -1
COc1cc(OC)c(NC(=O)N2CCc3c(sc4c3CCCC4)C2c2ccccc2)cc1Cl (stereo not given) | -1
CN(C)Cc1ccccc1Sc1ccccc1Br | -3
COC(=O)c1ccc(CSc2nc3c([nH]c4ccccc43)c(=O)n2-c2ccc(OC)cc2)o1 | -3
Cc1ccccc1OCC(=O)Nc1cc(Cl)ccc1Cl | -1
CC1CC(=S)Nc2ccccc2O1 (stereo not given) | 9
Cc1cccc(NC(C)c2cc(Cl)ccc2O)c1C (stereo not given) | -15
Cc1ccccc1NC(C)c1cc(Cl)ccc1O (stereo not given) | -6
COc1cccc(OC)c1C(=O)Nc1nc2c(C)cccc2s1 | 8
Cc1ccc(-c2ccc(/C=C(\C#N)c3nc4ccccc4[nH]3)o2)cc1Cl | 2
Cc1cc(C)c2oc(-c3cccc(NC(=O)c4ccc(-c5cccc([N+](=O)[O-])c5)o4)c3)nc2c1 | -11
CN(C)Cc1ccccc1CSc1cccc(F)c1 | 2
CC(NC(=O)c1cccc(NC(=O)c2ccccc2)c1)c1ccccc1 (stereo not given) | -2
COCC1CCCCN1C(=O)c1cc(COc2ccc(F)cc2Cl)on1 (stereo not given) | 13
CCN(CC)CC(=O)NN(C)c1ccccc1 | 6
Cc1ccc(CN2CCSc3ccc(C(=O)N4CCN(c5cccc(C)c5C)CC4)cc32)cc1 | -7
NC(=O)N=Nc1c(O)n(C2c3ccccc3C=Cc3ccccc32)c2ccccc12 | -2
O=C1CCN(C(=O)/C=C/c2ccccc2)c2ccccc21 | -1
COc1ccccc1C(=O)NCc1nnnn1-c1ccc(C)c(C)c1 | -7
CCOC(=O)C1CCN(c2nc3c(OC)ccc(OC)c3cc2CN[C@H]2CCCCNC2=O)CC1 | 3
Cc1ccc(-n2nc(C)c3c(C(=O)NCc4ccccc4)cc(C4CC4)nc32)cc1 | 11
CC1CN(C(=O)c2ccc(NS(=O)(=O)c3ccc(C(C)(C)C)cc3)cc2)CC(C)O1 (stereo not given) | -4
CC(C)(C)NC(=O)c1ccccc1NS(=O)(=O)c1cccs1 | 6
COc1ccc(Cc2nnc(SCC(=O)Nc3ccc(OC)cc3)n2C)cc1 | -6
Cc1ccc(Sc2ncccc2O)cc1 | 4
CCN(CC)C(=O)c1cc(-c2ccc(Cl)cc2)on1 | -12
COc1ccc(-c2[nH]ncc2C(=O)NCc2ccccc2OC)cc1 | -8
CC(c1ccon1)N(C)C(=O)CC1(c2ccccc2)CC(=O)N(Cc2ccc3c(c2)OCO3)C1=O (stereo not given) | 12
COc1cccc(-c2nc(CS(=O)(=O)CC(=O)Nc3cccc(C(C)=O)c3)c(C)o2)c1 | 1
CC(C)N1CCC(N2CCCC(C(=O)NCCc3cccc(F)c3)C2)CC1 (stereo not given) | 3
O=C(CN1CC(c2ccccc2)CC1=O)N1CCC(N2CCOCC2)CC1 (stereo not given) | 5
CN(C1CCN(Cc2cccnc2)CC1)C1CCCN(Cc2ccccc2F)C1 (stereo not given) | 5
COC(=O)c1c(S(=O)(=O)NCc2ccccc2)sc2c1CCN(C(=O)[C@@H]1C[C@@H]3C=C[C@H]1C3)C2 | 9
Cc1cccc(NC(NC(=O)Cc2ccccc2)(C(F)(F)F)C(F)(F)F)n1 | 2
CCN(CC)S(=O)(=O)c1ccc(OC)c(-n2cnnn2)c1 | -7
O=C(NNC(=O)c1cc(-c2ccccc2)nc2ccccc12)c1ccc(Cl)cc1 | 3
CC(C)Cc1nn2c(=O)cc(COC(=O)c3ccc(NC(=O)CCc4ccccc4)cc3)nc2s1 | -3
CCCSc1nnc(N)c2c3c(sc12)CC(C)(C)OC3 | -4
Cc1ccc(Oc2ncccc2CNC2CCN(C)CC2)cn1 | 5
CC(=O)C1C(C)=NC(=S)NC1c1ccc(Br)cc1 (stereo not given) | 4
COc1ccc(N2Cc3cc(C)c(C)cc3C2)c(OC)c1 | 5
CCCCCn1c(=O)c2c(nc3n2CCN3c2ccc(Br)cc2)n(C)c1=O | 0
COc1ccc(Cc2n[nH]c3c2CN(C(=O)N2CCCCC2)CC3)cc1 | -2
O=C(NNC(=O)c1ccccc1C(=O)O)c1ccc(Cl)cc1Cl | 12
O=C(Nc1cc(Cl)ccc1Cl)c1cncc(Br)c1 | 3
CC1(C)Cc2nc(C(C)(C)C)ncc2C(NCC2CC2)C1 (stereo not given) | -10
N#Cc1c(NC(=O)CCN2C(=O)C3C4C=CC(C4)C3C2=O)sc2c1CCCC2 (stereo not given) | -1
Cc1ccc(N(C)C(=O)CC(C)S(=O)(=O)c2ccc3c(c2)NC(=O)CO3)cc1 (stereo not given) | 0
CC(C)NC(=O)C(C)Oc1ccc(-c2ccccc2)cc1 (stereo not given) | 3
Cc1cc(C)nc(SCC(O)CN=Cc2ccc(N(C)C)cc2)n1 (stereo not given) | 0
CCCSc1nc(O)cc(=O)n1C1CCCCC1 | 0
CC(Oc1cc(Cl)ccc1Cl)C(=O)NC1CCN(C(C)C)CC1 (stereo not given) | 3
O=C(O)c1cnn2c1NC(c1ccccc1)CC2C(F)(F)F (stereo not given) | -3
Cc1ccc(-n2ncc(C(=O)NCCCN3CCCCC3)c2C2CCN(C(=O)OC(C)(C)C)CC2)cc1 | -1
NS(=O)(=O)c1ccc(CCNC(=O)c2ccc3nc(Cc4ccccc4)oc3c2)cc1 | -2
Cc1ccccc1Cn1cccc1/C=C1/C(=N)N2C=CSC2=NC1=O | -3
COc1ccc(NC(=O)CSc2nc3sc4c(c3c(=O)n2-c2ccc(C)cc2)CCCC4)cc1 | -5
CCN(CC1CCCN(CCc2cccc(F)c2)C1)C(=O)CCN1CCOCC1 (stereo not given) | 2

An excerpt from above in order of the ROC1-CUL1 inh value, descending.
molecule	ROC1-CUL1 inh
CC(C)NC(=O)C(C)Oc1ccc(-c2ccccc2)cc1 (stereo not given)	3
Cc1ccc(-n2ncc(C(=O)NCCCN3CCCCC3)c2C2CCN(C(=O)OC(C)(C)C)CC2)cc1	-1
COc1ccc(NC(=O)CSc2nc3sc4c(c3c(=O)n2-c2ccc(C)cc2)CCCC4)cc1	-5

Only part of the results is shown. The share of hits here may be higher or lower than overall.
